Compound activity from PubChem.
RmlCD inh mix = RmlC and RmlD coupled enzyme inhibitors, primary screen, biochemical, 384-well, compound mixtures, retest | RmlC/RmlD coupled enzyme inhibition, 384-well mixture HTS | inhibition, % at 5.5 µM | actives 0.39% (n = 110,000) | AID 1532, 2009; in the data active means inhibition above about 30%, passing the limit was not always enough; inconclusive means no clear call, values can overlap the other calls; further: strong numbers were not always called active
RT RNaseH block = HIV-1 RT RNase H inhibitors, primary screen, biochemical, fluorescence; actives 1.9% (n = 65,000); Gag-Pol polyprotein (Human immunodeficiency virus type 1 group M subtype B (isolate …; inhibition, % at 10 µM; RT-RNase H RNA/DNA duplex cleavage; in the data active means inhibition above about 50%
Active calls of the source: *; ? = inconclusive; . = no result given.

Fields: RT RNaseH block	RmlCD inh mix
#1 CCOC(=O)C1CCCN(CCC(=O)Nc2c(C(=O)OC)[nH]c3cc(OC)ccc23)C1 (configuration not stated)
→ -12	-2
#2 Cc1cc(NC(=O)CSc2nnc(-c3cccnc3)n2N)no1
→ .	-7
#3 CCCNC(=O)c1cc(C)no1
→ .	17
#4 Cc1cc(C)n(-c2nc3ccccc3nc2Nc2ccc3[nH]c(=O)[nH]c3c2)n1
→ 1	0
#5 CCOC(=O)COc1ncn(-c2ccccc2)n1
→ .	-12
#6 CCCCCCCCC(=O)N/N=C/c1cccc(Br)c1
→ .	2
#7 CC1CC(C(F)F)n2nc(C(=O)Nc3sc4c(c3C#N)CCC(C(C)(C)C)C4)nc2N1 (configuration not stated)
→ .	27
#8 CCn1cc(/C=C(/C#N)S(=O)(=O)c2ccccc2)cn1
→ -5	-9
#9 Cc1ccc(S(=O)(=O)NCC(=O)NC2CCCCCC2)cc1
→ -1	-2
#10 COC(=O)CCCC1=CC2=C(c3ccccc3)C(=O)C(C)(OC(=O)C3CCCC3)C(=O)C2=CN1C1CC1 (configuration not stated)
→ .	-4
#11 Fc1ccc(CN2CCCCCCC2)cc1F
→ -9	-30
#12 Cc1nc(CN2CCN(C(=O)NC3(c4ccccc4)CC3)CC2)cs1
→ -11	5
#13 CC(=O)c1cccc(NC(=O)c2cnn3ccccc23)c1
→ -9	2
#14 N#Cc1nc(COc2ccccc2F)oc1NCCc1ccccc1
→ -66	.
#15 Cc1ccc2c(c1)C(=O)CC1(CCC(C(C)(C)C)CC1)O2 (configuration not stated)
→ .	-10
#16 O=C(COC(=O)c1cccs1)NCc1ccccc1
→ -33	5
#17 COc1ccc(Cl)cc1NC(=O)CN(C1CCCCC1)S(C)(=O)=O
→ 4	-7
#18 Cc1ccc(NC(=O)CN(C)S(=O)(=O)c2cccs2)cc1C
→ .	-1
#19 COc1ccc(NC(=O)NS(=O)(=O)c2ccc(C)cc2)c(OC)c1
→ 7	-15
#20 Cn1c(CN2CCC(C(N)=O)CC2)c(C#N)c2ccccc21
→ .	-10
#21 Cc1cc2c3c(c1)C1(C(=O)N3C(C)(C)CC2C)C(C#N)=C(N)Oc2n[nH]c(C)c21 (configuration not stated)
→ 9	-6
#22 CS(=O)(=O)N1CCN(C(=O)C(Sc2ccccc2)c2ccccc2)CC1 (configuration not stated)
→ 3	-4
#23 CC(c1ccco1)N(C(=O)COc1ccc(Cl)cc1Cl)c1ccccn1 (configuration not stated)
→ -2	7
#24 O=c1c(-c2ccccc2)c1-c1ccccc1
→ .	-13
#25 Cc1nn2c(-c3ccccc3)c(-c3ccccc3)nc2[nH]c1=O
→ -12	-8
#26 COc1cccc(NC(=O)Cn2cc3c(n2)CCCCC3)c1
→ -14	-10
#27 Cc1cccc(CCNS(=O)(=O)c2ccc(S(=O)(=O)N3CCC(C)CC3)cc2)c1
→ .	3
#28 CC(C)Cn1cnc2c1c(=O)n(CC(=O)Nc1ccc3c(c1)OCO3)c(=O)n2Cc1ccccc1
→ -9	-16
#29 Cc1ccc(N/C(CSC(N)=O)=N/S(=O)(=O)c2ccccc2)cc1
→ .	-5
#30 CC(C)(C)c1csc(NC(=O)CSc2nc3ccccc3c(=O)[nH]2)n1
→ -11	1

Another view of part of the listing above:
cpd | structure | RT RNaseH block | RmlCD inh mix
5 | CCOC(=O)COc1ncn(-c2ccccc2)n1 | . | -12
16 | O=C(COC(=O)c1cccs1)NCc1ccccc1 | -33 | 5
20 | Cn1c(CN2CCC(C(N)=O)CC2)c(C#N)c2ccccc21 | . | -10
2 | Cc1cc(NC(=O)CSc2nnc(-c3cccnc3)n2N)no1 | . | -7
25 | Cc1nn2c(-c3ccccc3)c(-c3ccccc3)nc2[nH]c1=O | -12 | -8
21 | Cc1cc2c3c(c1)C1(C(=O)N3C(C)(C)CC2C)C(C#N)=C(N)Oc2n[nH]c(C)c21 (configuration not stated) | 9 | -6
13 | CC(=O)c1cccc(NC(=O)c2cnn3ccccc23)c1 | -9 | 2

(listing goes on)
Fields: RT RNaseH block	RmlCD inh mix
#31 COCON1C(=O)CN(C(C)=O)C1c1ccc(Cl)cc1Cl (configuration not stated)
→ -15	-9
#32 Cc1cc(C)c2[nH]c(=O)c(C(c3nnnn3Cc3ccc4c(c3)OCO4)N3CCCC3)cc2c1 (configuration not stated)
→ 13	8
#33 COc1ccc(OC)c(NC(=O)C2CC(=O)N(c3ccc(Br)cc3)C2)c1 (configuration not stated)
→ 27	10
#34 CCn1c(COc2ccccc2C(N)=O)nc2ccccc21
→ -7	-16
#35 Cc1cc(C)n2nc(-c3sccc3-n3cccc3)cc2n1
→ .	-2
#36 O=c1[nH]nc(Cc2ccc(-c3ccccc3Cl)o2)c2ccccc12
→ .	12
#37 O=C(OC1CCc2ccccc2C1=O)c1ccccc1O (configuration not stated)
→ -48	8
#38 COc1ccc(NC(=O)C2CCN(S(=O)(=O)c3cccnc3)CC2)cc1Cl
→ -1	.
#39 COC(=O)c1ccc(CN(Cc2ccc(C(=O)OC)o2)C(C)(C)C)o1
→ -12	.
#40 COc1cc(OC)c2c(-c3ccccc3)cc(=O)oc2c1C(CCN1CCCC1)c1ccc2c(c1)OCO2 (configuration not stated)
→ .	22
#41 Cc1cccc(C2Nc3ccccc3C(=O)N2c2ccccc2)n1 (configuration not stated)
→ -4	21
#42 Cn1c(C(=O)N2CCN(c3cccc(C(F)(F)F)c3)CC2)cc2sccc21
→ -15	-11
#43 O=C(c1cccs1)c1no[n+]([O-])c1C(=O)c1cccs1
→ -4	0
#44 CSCCC(C(=O)O)N1C(=O)c2ccc(C(=O)O)cc2C1=O (configuration not stated)
→ .	-7
#45 CCOC(=O)c1sc2ncn(/N=C/c3ccccn3)c(=O)c2c1C
→ -9	.
#46 O=C(Nc1cccc(NC(=O)C2CC3CCCC(C2)C3=O)n1)C1CC2CCCC(C1)C2=O (configuration not stated)
→ 0	-4
#47 COc1cccc(NC(=O)Cc2cccs2)c1
→ 0	4
#48 COc1ccc(C2(C)NC(=O)N(Cc3cc(Cl)cc4c3OCOC4)C2=O)cc1OC (configuration not stated)
→ -7	10
#49 COC(=O)C1=COC(C)C2CN3CCc4c([nH]c5ccccc45)C3CC12 (configuration not stated)
→ 6	-6
#50 CCCCC(=O)N(Cc1ccc(-c2ccccc2-c2nn[nH]n2)cc1)[C@H](C(=O)O)C(C)C
→ .	-18
#51 CCCN(CC1CC1)c1nc(N)c(C#N)c(CC#N)c1C#N
→ .	-12
#52 O=C(Nc1nc2ccccc2s1)C1CC(=O)N(c2ccccc2)C1 (configuration not stated)
→ .	4
#53 COc1ccc(OC)c(C(C(=O)NCc2ccco2)N(C(=O)Cn2nnc3ccccc32)C(C)C)c1 (configuration not stated)
→ -12	2
#54 C(=N\n1cnnc1)/c1cccs1
→ .	-6
#55 CC(C)CNC(=O)CCCc1ccccc1
→ .	-15
#56 COc1ccc2[nH]c(=O)c(CNc3cccc(C)c3)cc2c1
→ .	8
#57 O=C(c1cccs1)N1CCCC(c2nc(-c3ccc(F)cc3)no2)C1 (configuration not stated)
→ 11	11
#58 CCOC(=O)C1CCCCN1C(=O)CCc1c(C)nc2ncnn2c1C (configuration not stated)
→ -5	-1
#59 COC(=O)c1ccccc1NC(=O)c1ccc(COc2ccccc2)o1
→ -14	12
#60 Cc1cccc(NC(=O)CSc2nc(C)nc3c2c(=O)n(C)c(=O)n3C)c1
→ 8	7

Quoted at random: four records from the list.
Fields: RT RNaseH block	RmlCD inh mix
#34 CCn1c(COc2ccccc2C(N)=O)nc2ccccc21
→ -7	-16
#42 Cn1c(C(=O)N2CCN(c3cccc(C(F)(F)F)c3)CC2)cc2sccc21
→ -15	-11
#40 COc1cc(OC)c2c(-c3ccccc3)cc(=O)oc2c1C(CCN1CCCC1)c1ccc2c(c1)OCO2 (configuration not stated)
→ .	22
#55 CC(C)CNC(=O)CCCc1ccccc1
→ .	-15

Later entries.
Fields: RT RNaseH block	RmlCD inh mix
#61 CC(C)C(C)(C#N)NC(=O)CSc1nnc(-c2ccccc2)o1 (configuration not stated)
→ .	-11
#62 COc1ccc(-c2cc(C(F)(F)F)nc(N3CCN(c4ccc(F)cc4)CC3)n2)cc1OC
→ 11	.
#63 OC(CN1C2=NCCN2c2ccccc21)c1ccc(Br)cc1 (configuration not stated)
→ 0	-12
#64 C=CCN1C(=O)C2C(C(=O)NCc3ccccc3)C3C=CC2(O3)C1C(=O)NC(C)(C)C (configuration not stated)
→ 14	?
#65 CCn1cc(S(=O)(=O)CC(=O)Nc2ccc(OC)cc2)c2ccccc21
→ -1	-14
#66 CS(=O)(=O)N1CCCC(C(=O)NCc2ccccc2Cl)C1 (configuration not stated)
→ -11	-3
#67 CCn1c(SCC(=O)N2CCc3ccccc32)nnc1-c1ccncc1
→ -1	1
#68 Cc1cc(Oc2ccc(=O)n(C)n2)nc(Oc2ccc(=O)n(C)n2)n1
→ 45	.
#69 Cc1nn2c(-c3ccc(Cl)cc3Cl)nnc2s1
→ -15	-6
#70 CC(C)c1nnc(SCC(=O)N2CCc3ccccc32)n1C
→ .	5
#71 Cc1ccccc1OCCC(=O)Nc1c(C)n(C)n(-c2ccccc2)c1=O
→ 1	-110
#72 CC(Cc1ccccc1)C(=O)N(C)Cc1cccnc1 (configuration not stated)
→ .	7
#73 c1cncc(-c2nc(N3CCOCC3)c3ccccc3n2)c1
→ .	-9
#74 CN(C)c1nn(C(=O)Nc2ccc(Cl)cc2Cl)cc1-c1ccccc1
→ .	-6
#75 CC(C)(C)NC(=O)CN(C(=O)CNC(=O)c1cccs1)c1ccc2c(c1)OCCO2
→ .	2
#76 Cc1ccc(S(=O)(=O)N(C)CC(=O)O/N=C(\N)c2ccccn2)cc1
→ .	5
#77 O=c1c2c(nc3n1CCCCC3)-c1ccccc1CC21CCCCC1
→ .	2
#78 CCOc1ccccc1NC(=O)N1CCC(c2nc3ccccc3[nH]2)CC1
→ -2	1
#79 CCn1c(SCC(=O)OC2CCCCC2)nc2ccccc2c1=O
→ -15	9
#80 Cc1ccc(S(=O)(=O)N2CCC(C(=O)Nc3ccc4c(c3)COC4=O)CC2)cc1
→ 1	-15
#81 Cc1cccc(C(=O)NCC2CCCO2)c1 (configuration not stated)
→ .	-1
#82 CCc1ccc(C(CC(=O)c2ccc(Cl)cc2)C(=O)O)cc1 (configuration not stated)
→ .	10
#83 CC(C)(C)C(=O)Cn1c[n+](N)cn1
→ -2	-3
#84 O=C(Nc1nnc(-c2ccc3c(c2)CCCC3)o1)c1ccccc1Cl
→ -22	5
#85 CSc1nc(-c2ccccc2)nc2c1COC(C)(C)C2
→ -1	5
#86 c1ccc(-n2nnc(-c3cccnc3)n2)cc1
→ .	-4
#87 Cc1[nH]nc2c1C(c1ccc3c(c1)OCO3)C(C#N)=C(N)O2 (configuration not stated)
→ -5	-10
#88 CNC(=O)c1ccccc1NC(=O)c1cccc(S(=O)(=O)N2CCC(C)CC2)c1
→ 4	7
#89 Cc1ccc(S(=O)(=O)CC(c2ccccc2)N2CCOCC2)cc1 (configuration not stated)
→ -7	-6
#90 Clc1cccc(-c2nn3c(-c4ccncc4)nnc3s2)c1
→ -9	.

The list goes on.
Fields: RT RNaseH block	RmlCD inh mix
#91 COc1ccc(Cl)cc1Nc1nc(-c2sc(NC(=O)c3ccco3)nc2C)cs1
→ .	-20
#92 CC(=O)N1c2ccccc2C(C)(c2ccccc2)CC1(C)C (configuration not stated)
→ .	2
#93 O=C(COc1ccccc1)Nc1nnc(C23CC4CC(CC(C4)C2)C3)s1
→ .	-15
#94 CCCCc1noc2c1/C(=N\O)CC(c1ccccc1)C2 (configuration not stated)
→ 10	-127
#95 N#Cc1nc(Cc2cccc3ccccc23)oc1NCCCN1CCOCC1
→ -23	16
#96 COc1cccc(CN(C)C(=O)c2ccc3nccnc3c2)c1
→ .	-6
#97 Cc1sc(NC(=O)CN2CCOCC2)nc1-c1ccc2c(c1)CCN2S(=O)(=O)c1ccccc1
→ .	-28
#98 O=C(O)C1CCCN1S(=O)(=O)c1cccs1 (configuration not stated)
→ .	-4
#99 Cc1ccc(NC(=O)c2cccc(OCc3c(C)noc3C)c2)c(C)c1
→ -11	-11
#100 O=C(Nc1ccc(Cl)c(Cl)c1)c1ccncc1
→ -4	-15
#101 O=C(O)C1CC=CCC1C(=O)Nc1ccc(S(=O)(=O)N2CCCc3ccccc32)cc1 (configuration not stated)
→ -5	6
#102 N#Cc1c(NC(=O)CSc2nnnn2C2CCCC2)sc2c1CCCC2
→ 4	6
#103 O=c1c2c([nH]c3ccccc13)CCCC2
→ .	3
#104 O=C(CC1(O)C(=O)N(Cc2ccccc2)c2ccccc21)c1ccncc1 (configuration not stated)
→ -20	.
#105 O=C(CSc1ccc2nnc(-c3ccccc3)n2n1)NCc1ccco1
→ 2	4
#106 O=C(Nc1ccccn1)c1cc(-n2cnnc2)ccc1Cl
→ -2	-7
#107 CC(=O)Nc1ccc(SCC(=O)c2cc(C)n(CC(F)(F)F)c2C)cc1
→ .	-10
#108 CSc1nc(N)nc(SCCS(=O)(=O)c2ccc(Cl)cc2)c1C#N
→ 5	-214
#109 COCCN(C(=O)c1cccc(OC)c1)c1nnc(-c2ccncc2)s1
→ -4	-36
#110 CC(C)CCNC(=O)C12CN(Cc3ccccc3)CC1C(c1cccc([N+](=O)[O-])c1)=NO2 (configuration not stated)
→ .	5
#111 O=c1[nH]c2c(s1)C(c1ccco1)C1C3CCC(C3)C1S2 (configuration not stated)
→ -19	-5
#112 N#Cc1cn(CC(=O)N2CCCc3ccccc32)c2ccccc12
→ .	8
#113 CCNc1nc(OC)nc(Oc2ccc(C(=O)OC)cc2)n1
→ .	4
#114 CCC12CN3CC(CC)(CN(C1)C3c1cccnc1)C2=O (configuration not stated)
→ .	4
#115 CCOC(=O)Cc1cc(=O)c2c(=O)n(-c3ccccc3)[nH]c2[nH]1
→ -6	7
#116 COc1ccc(/C=C/C(=O)c2nc3ccccc3n2CC(=O)c2ccc(OC)cc2)cc1
→ .	-5
#117 CO/N=C/c1ccc(Oc2ccc(C)cc2)nc1
→ .	18
#118 COc1cccc(-c2cc(C(F)(F)F)nc(-n3cc(Cl)cn3)n2)c1
→ .	-13

Not all compounds are listed; the hit share may differ from the screen's.
